# BAP1 block = human BAP1 deubiquitinase inhibition; Q92560; hit rate 0.48% among 72,000; recombinant BAP1, Ub-AMC hydrolysis fluorescence kinetic; active compounds read low; AID 436; activity remaining (% of control), % at 20 µM;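 active means activity remaining at or below 50% of control, provided the compound also passes the data quality filters; inactive means the rest, including low values that fail the filters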;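 further: 100% = DMSO wells rate and 0% = substrate alone blank rate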
# Target sequence (Q92560 whole entry, looked up): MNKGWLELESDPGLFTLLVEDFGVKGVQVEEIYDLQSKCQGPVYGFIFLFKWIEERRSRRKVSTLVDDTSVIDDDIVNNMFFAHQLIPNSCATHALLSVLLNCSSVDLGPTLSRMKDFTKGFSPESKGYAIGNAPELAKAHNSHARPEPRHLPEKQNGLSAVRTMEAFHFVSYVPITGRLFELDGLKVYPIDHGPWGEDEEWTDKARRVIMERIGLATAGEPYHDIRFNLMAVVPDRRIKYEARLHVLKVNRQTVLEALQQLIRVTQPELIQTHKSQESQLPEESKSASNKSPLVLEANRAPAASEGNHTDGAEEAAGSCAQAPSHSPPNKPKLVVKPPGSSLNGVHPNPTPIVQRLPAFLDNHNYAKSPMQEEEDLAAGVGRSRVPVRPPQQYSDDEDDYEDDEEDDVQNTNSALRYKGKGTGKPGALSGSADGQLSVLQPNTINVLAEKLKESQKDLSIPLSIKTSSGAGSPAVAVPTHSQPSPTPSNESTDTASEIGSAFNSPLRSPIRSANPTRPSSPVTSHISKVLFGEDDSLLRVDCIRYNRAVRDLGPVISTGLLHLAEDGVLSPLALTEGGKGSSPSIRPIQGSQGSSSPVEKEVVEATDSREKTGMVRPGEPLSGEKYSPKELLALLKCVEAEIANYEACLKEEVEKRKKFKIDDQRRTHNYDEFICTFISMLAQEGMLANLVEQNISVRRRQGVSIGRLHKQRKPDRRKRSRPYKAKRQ
# HePTP inh = blocks human HePTP tyrosine phosphatase; P35236; recombinant HePTP phosphatase activity, OD absorbance; inhibition, % at 20 µM; hit rate 0.64% among 110,000; AID 521; in the data active means inhibition above about 50%;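 further: plate controls were vehicle for no effect and reference inhibitor for full effect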
# Active calls of the source: *; . = no result given; & = joins results of further samples. The order is random. Share with any hit: about 0.95%.
SMILES,BAP1 block,HePTP inh
Cc1cc(NC(=O)CNC(=O)C2CCCCC2)no1,95,-8
O=[N+]([O-])c1ccc2c(c1)Cc1cc(N=Cc3ccccc3F)ccc1-2,.,-7
Cc1ccc(O)c(NC(=O)c2cccc(S(=O)(=O)N3CCCCC3)c2)c1,89,3
COCCn1nnnc1C(c1ccccc1OC)N1CCN(c2ccccc2F)CC1 (stereo not given),103,4
O=C1S/C(=C/c2ccc([N+](=O)[O-])cc2)C(=O)N1c1ccccc1,.,0
COc1ccc(C2C(C#N)=C(N)Oc3n[nH]c(C)c32)cc1CSc1ccccn1 (stereo not given),124,0
O=C(NCCNc1ccc(Cl)cc1[N+](=O)[O-])C(c1ccccc1)c1ccccc1,.,6
O=C1COc2ccc(C(=O)CSc3nnc(Cc4cccs4)n3-c3ccccc3)cc2N1,104,8
CCC1CCCCN1C1Sc2ccc(C(=O)OC)cc2NC1=O (stereo not given),50,-1
O=C(NCc1ccccc1F)C1CCCN1C(=O)NCc1ccccc1 (stereo not given),108,9
O=C1NC(=S)SC1=C1CCCCCC1,77,-13
CCCCC(CC)c1nnc(NC(=O)c2ccccc2Br)s1 (stereo not given),77,.
Cn1c2c(c(=O)n(C)c1=O)CN(Cc1ccco1)CN2,104,-8
CC(C)N(Cc1ccccc1)C(=O)CCCOc1ccc(Cl)cc1Cl,.,-2
O=C(Nc1nc2ccccc2[nH]1)C1CCCO1 (stereo not given),94,5&2
Cc1cc(C(=O)Cn2nnc(-c3ccc(Cl)cc3)n2)c(C)n1CC1CCCO1 (stereo not given),98,4
CCOC(=O)C1=C(C)N=c2s/c(=C\c3ccc(N(C)C)cc3)c(=O)n2C1c1ccc(OC)cc1 (stereo not given),.,-5
Clc1ccccc1-c1nc(-c2cccnc2)no1,153,5&6
CCn1c(SCC(=O)Nc2cc(C)c(Cl)cc2OC)nnc1-c1ccco1,90,7
CCOc1ccccc1NC(=O)Cc1ccc(OC)cc1,.,8
CN1CCN(Cc2cc(Br)c(O)c3ncccc23)CC1,134,.
COc1ccc(CNC(=O)CCc2nc(-c3ccccc3F)no2)c(OC)c1,103,0
O=C1c2ccccc2C(=O)N1CCCOc1ccccc1,75,2
COc1ccc(OC)c2c(C)cc(N3CCN(C(=O)c4ccc(F)cc4)CC3)nc12,114,-4
COc1ccc(C2CC(C(F)(F)F)n3nc(C(=O)O)cc3N2)cc1OC (stereo not given),106,6&16
CCOc1ccc(N/C=C\C(=O)c2ccc3c(c2)OCO3)c([N+](=O)[O-])c1,.,2
CC(=O)Nc1cccc(Oc2ccc3c(c2)C(=O)N(c2ccc(C)cc2C)C3=O)c1,109,.
O=S(=O)(c1ccc2c(c1)OCCO2)N1CCC(n2nnc3cc(C(F)(F)F)ccc32)CC1,.,0
c1coc(-c2nnc3sc(-c4cccs4)nn23)c1,70,8
Cc1cccc(-n2c(=O)[nH]c3c(C(N)=O)nc(CC(C)C)nc32)c1,.,13
CC(Oc1ccccc1)C(=O)OCC(=O)NC(=O)NCc1ccco1 (stereo not given),.,7
Fc1cnc(N2CCOCC2)nc1N1CCOCC1,.,-12
Cc1cc(C)c2nc(N3CCCC(C(=O)N4CCC(C(N)=O)CC4)C3)sc2c1 (stereo not given),70,13
CCCCCC/C(=N/O)c1ccccn1,100,-7
CC1CCN(Cc2ccc(NC(=O)CC3Oc4ccccc4NC3=O)cc2)CC1 (stereo not given),110,1
CCCCC(CC)CNC(=O)CCS(=O)(=O)c1cccc2nsnc12 (stereo not given),.,2
O=C(CNc1ccc(Cl)cc1)c1ccc(Br)cc1,.,1
O=C1NC(=O)N(c2ccccc2)C(=O)/C1=C\c1ccc(-c2ccccc2Cl)o1,.,-4
COc1ccc(C(=O)C2CCN(S(=O)(=O)c3ccc4c(c3)OCCO4)CC2)cc1,61,3
Nc1ccn(-c2ccccc2)c(=O)c1,101,-6
Cc1ccc(NC(=O)c2cnc3scc(C)n3c2=O)c(C)c1,36*,2
Cc1ccc(Cl)cc1N(Cc1ccc(C(=O)N2CCN(c3ccccc3)CC2)cc1)S(=O)(=O)c1ccccc1,.,5
Cc1ccc(C(C)n2cc(C(=O)NCc3ccncc3)nn2)cc1 (stereo not given),102,5
CCOCC(=O)Nc1c(C(=O)OCC)oc2ccccc12,60,-10
Cc1ccc(C)c(NC(=O)CSc2nnc(C)s2)c1,.,5
COc1ccc(/C(O)=C2/C(=O)C(=O)N(c3ccccn3)C2c2cccnc2)cc1 (stereo not given),.,-1
COc1cccc(-c2cc(C(=O)N3CCN(Cc4ccccc4)CC3)no2)c1,105,12
CC1(C(=O)NCc2cccnc2)CCC(=O)N1CCc1ccccc1 (stereo not given),92,6
Cc1ccc(OCc2ccc(C(=O)N3CCOCC3)cc2)cc1C,144,4
O=[N+]([O-])c1ccc(N2CCN(S(=O)(=O)c3ccccc3)CC2)c(Cl)c1,.,8
Cc1ccc(-c2ccccc2NC(=O)c2ccccc2)o1,.,5
Cc1cccc(N2C(=O)C(=O)/C(=C(\O)c3ccccc3)C2c2ccc(F)cc2)c1 (stereo not given),.,-3
O=C(C1CN(S(=O)(=O)c2ccccc2)CCN1S(=O)(=O)c1ccccc1)N1CCCCC1 (stereo not given),.,6
O=C(Nc1ccc(CN2CCOCC2)cc1)c1cc2ccccc2o1,177,-2
COc1ccc(Nc2oc(COc3ccc(Cl)cc3)nc2C#N)cc1,.,-3
C1=C(c2ccccc2)CC(c2ccccc2)=NN=C1c1ccccc1,68,.
Cc1ccccc1NC(=O)c1c(NC(=O)C(C)(C)C)sc2c1CCCCC2,.,4
CSC(=NCc1cccnc1)NS(=O)(=O)c1cccs1,110,3
CN(CCNC(=O)c1ccc(N2CCCC2=O)cc1)CCc1ccccc1,105,11
OCc1ccc(-c2ccc(OC(F)(F)F)cc2)o1,.,2
# (continued)
SMILES,BAP1 block,HePTP inh
CN1CCN(NC(=O)CN2C(=O)S/C(=C/c3ccccc3)C2=O)CC1,.,-7
COc1ccc(C)cc1NC(=O)CSc1nnc(-c2cc3cccc(OC)c3o2)n1N,92,7
O=C(Nc1cccc(Cl)c1)c1cc2nc(-c3ccc4c(c3)OCO4)cc(C(F)(F)F)n2n1,.,-5
COCCn1c(=O)[nH]c2cc(C(=O)N3CCN(Cc4ccc5c(c4)OCO5)CC3)ccc2c1=O,96,4
CN(C)S(=O)(=O)N1CCc2ccccc21,80,8
CC(=O)Nc1ccc(C(=O)CSc2nc3ccccc3c(=O)[nH]2)cc1,99,.
Cc1ccccc1-n1nc2c(c1NC(=O)COc1ccc(Cl)cc1)CS(=O)C2 (stereo not given),95,5
COc1ccc2c(c1)-c1c(sn(-c3ccccc3C)c1=S)C(C)(C)N2,58,.
Cc1ccccc1NC(=O)C1CC(=O)N(c2ccccc2)C1 (stereo not given),.,13
O=C1CC(N2CCN(c3ccccc3Cl)CC2)C(=O)N1c1cccc(Cl)c1 (stereo not given),.,11
CCCn1c(C(O)c2ccc(OCc3ccccc3)c(OC)c2)nc2ccccc21 (stereo not given),.,5
CC(C)(C)OC(=O)N1CCC(c2c(C(=O)O)cnn2-c2ccccc2)CC1,121,8

# Entries shown so far with a cyano group:
SMILES,BAP1 block,HePTP inh
COc1ccc(C2C(C#N)=C(N)Oc3n[nH]c(C)c32)cc1CSc1ccccn1 (stereo not given),124,0
COc1ccc(Nc2oc(COc3ccc(Cl)cc3)nc2C#N)cc1,.,-3

# Other entries.
SMILES,BAP1 block,HePTP inh
Cc1nnc(C)n1N1C(=O)c2cccc3cccc(c23)C1=O,.,-6
O=C(NCCCN1CCOCC1)c1ccc(CNS(=O)(=O)c2ccc(F)cc2)cc1,97,8
O=C(c1ccco1)N1CCCC(c2ccccc2)C1 (stereo not given),70,10
COc1cc(/C=N/NC(=O)COc2ccc(Cl)cc2Br)cc(Br)c1O,.,7
COc1ccccc1CNC(=O)C1CC(=O)N(c2ccc(C)c(C)c2)C1 (stereo not given),.,6
Cc1cc(C)nc(Sc2c(C)nn(-c3ccccc3)c2C)n1,100,11
Cc1ccc(CNC(=O)c2ccc(NS(=O)(=O)c3c(C)noc3C)cc2)cc1,88,2
CCN1CCN(CCNC(=O)c2cn(C(C)c3ccccc3F)nn2)CC1 (stereo not given),112,-2
COc1cc(C(=O)NC(NC(=S)Nc2ccccc2Br)C(Cl)(Cl)Cl)cc(OC)c1OC (stereo not given),.,-4
O=[N+]([O-])c1cc(S(=O)(=O)C(Cl)(Cl)Br)ccc1NC1CCCC1,77,.
COc1ccc(Cl)cc1NC(=O)CN(CCc1ccccc1)S(=O)(=O)c1ccccc1,.,6
COc1ccc(S(=O)(=O)N(CCc2ccccc2)CC(=O)N2CCCC2)cc1,.,5
O=C(NCc1ccco1)c1ccc(-c2ccc(Cl)cc2Cl)o1,.,0
Cc1cc2ncn(-c3ncnc4sc(C)c(C)c34)c2cc1C,107,6
O=C(C1CC1)N1CCc2cc(S(=O)(=O)N3CCOCC3)ccc21,111,9
CCOC(=O)c1ccc2c(c1)nc(COc1ccccc1C#N)n2CC,85,2
CCOC(=O)C1=C(O)/C(=C/c2ccc(Br)cc2)SC1=Nc1ccc([N+](=O)[O-])cc1,.,4
Cc1ccc(CSc2nnc(-c3ccco3)n2N)cc1,99,-1
CC1=C(C(=O)OC(C)C)C(c2ccc(Br)s2)NC(=O)N1C (stereo not given),85&118,4&4
C=C(C)COc1ccc(-c2[nH]ncc2Oc2cccc(OC)c2)c(O)c1,69,3
CCc1cccc(C)c1NC(=O)CSc1nc2c(c(=O)n(C)c(=O)n2C)n1C,.,7
COc1ccc(C=NN2CCN(c3ccccn3)CC2)cc1OCc1ccccc1,.,3
O=C(Nc1ccc(Cl)c(Cl)c1)c1cc(Br)ccc1Cl,.,-6
Cn1c(C(=O)NCCCN2CCCCCC2)cc2c(=O)n(C)c3ccccc3c21,106,15
C1CCc2nnnn2CC1,89,.
CCOc1cc(C2c3c(n[nH]c3C)C(=O)N2c2ccc(Br)cc2)ccc1O (stereo not given),90,0
CN1CCc2c(sc3c2C(=O)NC(c2cccs2)N3)C1 (stereo not given),73,.
Cn1ncc(C#N)c1/N=C/N1CCCCC1,111,-4
Cc1ccc2c(c1)nnn2C1CCN(S(=O)(=O)c2ccc(C(=O)N3C(C)CCCC3C)cc2)CC1 (stereo not given),100,-5
Cc1nc2sccn2c1P(c1c(C)nc2sccn12)c1c(C)nc2sccn12,105,9
COc1ccc(S(=O)(=O)N2CCN(CC(=O)Nc3ccc(C)c(F)c3)CC2)cc1,88,9
O=C(NCc1ccccc1)c1noc2c1CCCC2,112,5
O=C(CCNS(=O)(=O)c1ccc(Cl)cc1)N1CCC2(O)CCCCC2C1 (stereo not given),102,5
Cc1ccc(-c2ccc(OCC(=O)Nc3ccccc3C(F)(F)F)cc2)cc1,.,-8
CN(C)CC[C@@H](c1ccc(Cl)cc1)c1ccccn1,92,.
COc1cc(/C=C2\C(=O)NC(=O)N(c3ccc(C)c(C)c3)C2=O)cc(Cl)c1O,.,4

# Ordered by formula weight (lowest first): some entries from above
SMILES,BAP1 block,HePTP inh
Cn1ncc(C#N)c1/N=C/N1CCCCC1,111,-4
O=C(NCc1ccccc1)c1noc2c1CCCC2,112,5
CN1CCc2c(sc3c2C(=O)NC(c2cccs2)N3)C1 (stereo not given),73,.
CCOc1cc(C2c3c(n[nH]c3C)C(=O)N2c2ccc(Br)cc2)ccc1O (stereo not given),90,0
Cc1nc2sccn2c1P(c1c(C)nc2sccn12)c1c(C)nc2sccn12,105,9

# (cont.)
SMILES,BAP1 block,HePTP inh
CCOc1ccccc1NC(=O)CN1C(=O)/C(=C\c2cc(OC)c(OC)c(OC)c2)SC1=S,.,-12
CCCC(C)NC(=O)Cc1ccccc1[N+](=O)[O-] (stereo not given),.,4
O=C(CCCn1c(=S)[nH]c2ccccc2c1=O)NCc1ccco1,107,-5
CCOc1ccc(S(=O)(=O)N2CCOCC2)cc1,.,7
COc1ccccc1NC(=O)C1=C(C)NC(=S)NC1c1ccc([N+](=O)[O-])cc1 (stereo not given),.,9
CCn1c(Cc2cccn2C)nnc1SCC(=O)c1ccc(C)cc1,98,24
Cc1ccc(C(=O)Nc2sc3c(c2C#N)CCC(C)C3)cc1C (stereo not given),.,15
Clc1cccc(-n2ncnc2-c2ccc(Br)cc2)c1,.,-8
CCOC(=O)CC1C(=O)NCCN1Cc1cccc(C(F)(F)F)c1 (stereo not given),92,7

# Six entries drawn at random from the list so far:
SMILES,BAP1 block,HePTP inh
O=C(CCCn1c(=S)[nH]c2ccccc2c1=O)NCc1ccco1,107,-5
COc1ccccc1NC(=O)C1=C(C)NC(=S)NC1c1ccc([N+](=O)[O-])cc1 (stereo not given),.,9
Cc1ccc(C(=O)Nc2sc3c(c2C#N)CCC(C)C3)cc1C (stereo not given),.,15
CCCC(C)NC(=O)Cc1ccccc1[N+](=O)[O-] (stereo not given),.,4
CCn1c(Cc2cccn2C)nnc1SCC(=O)c1ccc(C)cc1,98,24
Clc1cccc(-n2ncnc2-c2ccc(Br)cc2)c1,.,-8

# Assay outcomes (PubChem)
